High-throughput results: PubChem, National Center for Advancing Translational Sciences (NCATS)
TCR activator: activators of T cell receptors | primary human leukocytes, anti-CD3, IL-2 HTRF, 48 h | Potency, µM (top dose mostly 9.22 µM), for inactives: at the top dose activation of IL-2 secretion, usual class: activators | 330,000 tested, under 10 active; further: % of control where 0% means no effect
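1) Mix primary human leukocytes, a-CD3 beads and compound. 2) Incubate 48 hr. 3) Add HTRF IL-2 reagents (a-IL-2-K, a-IL-2-d2).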
p53 reactivation: restores transcriptional activity of mutant p53 | AID 504706 | Potency, µM (top dose mostly 92.2 µM), for the others: top-dose activity change, positive = activation, usual class: activators | 0.063% of 320,000 active | H1299 p53-A138V BP100-luciferase reporter, luminescence, 24 h; further: potency means the concentration at half of the fitted maximal effect; % of control where 0% means no effect; nearly all actives have a fitted effect of over 45% in size
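H1299 (p53-null), stable ts p53-A138V + BP100-Luc; 1000 cells/well, Opti-MEM/10% FBS; cpd 4 pt, 1:5; 24 h, 37 deg C, 5% CO2; detection reagent 10 min RT; luminescence.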
TRPV1 agonist: activates the human vanilloid receptor TRPV1; 0.19% of 320,000 active; TRPV1-expressing cells, Fluo-8 calcium influx, agonist mode; activation, % at 8.33 µM; AID 540275; in the data active means activation above about 80%; inconclusive means between about 30% and that limit; further: 0% is about no effect
Target sequence (Q8NER1 whole entry, looked up): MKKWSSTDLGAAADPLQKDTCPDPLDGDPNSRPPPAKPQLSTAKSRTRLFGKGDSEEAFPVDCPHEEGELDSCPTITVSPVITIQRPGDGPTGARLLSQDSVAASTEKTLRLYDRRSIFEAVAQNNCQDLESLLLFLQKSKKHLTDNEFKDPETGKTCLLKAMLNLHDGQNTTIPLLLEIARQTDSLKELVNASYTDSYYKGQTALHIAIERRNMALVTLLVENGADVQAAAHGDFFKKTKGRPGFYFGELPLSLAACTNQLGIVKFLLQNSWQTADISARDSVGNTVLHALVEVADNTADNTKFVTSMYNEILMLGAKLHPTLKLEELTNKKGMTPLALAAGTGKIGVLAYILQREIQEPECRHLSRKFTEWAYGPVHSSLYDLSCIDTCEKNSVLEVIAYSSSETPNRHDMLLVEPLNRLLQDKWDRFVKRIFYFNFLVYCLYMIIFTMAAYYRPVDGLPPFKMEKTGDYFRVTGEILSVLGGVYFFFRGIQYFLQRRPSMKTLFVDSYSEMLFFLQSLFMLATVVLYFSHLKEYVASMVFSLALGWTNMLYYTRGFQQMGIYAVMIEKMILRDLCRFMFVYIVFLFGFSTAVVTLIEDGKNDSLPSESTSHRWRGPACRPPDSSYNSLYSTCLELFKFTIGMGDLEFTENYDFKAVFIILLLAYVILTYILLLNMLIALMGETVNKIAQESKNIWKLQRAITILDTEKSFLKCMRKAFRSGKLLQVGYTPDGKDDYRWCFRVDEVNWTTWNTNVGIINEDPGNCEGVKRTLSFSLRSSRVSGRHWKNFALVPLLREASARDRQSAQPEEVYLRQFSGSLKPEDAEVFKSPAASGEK
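Cells expressing TRPV1 were dye-loaded with Fluo-8 and read kinetically: 10 s baseline, 3 min after compound (agonist portion), then 2 min after EC20 capsaicin (allosteric enhancer portion). Calcium-bound dye fluorescence at 480/520 nm.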
PTAP TSG101 blk: blocks PTAP/TSG101 interaction to inhibit HIV-1 budding. Q99816. Fluorescence polarization, FITC-PTAP peptide / Tsg101 binding. Potency, µM (top dose mostly 115 µM), for inactives: top-dose activity change, negative = inhibition, most hits filed as inhibitors. 340,000 tested, under 10 active; active means well fitted inhibition curve with a large enough effect in the main read-out, with a control signal flat, not every such curve was filed as active; inconclusive means small, poorly fitted or top-dose-only effect, or effect the other way, or a change in a side signal; inactive means no such curve, though single readings can be large or run the other way; further: potency means the concentration at half of the fitted maximal effect; % of control where 0% means no effect
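Steps: Tsg101 binding domain dispensed (10 uM final), compounds pinned in DMSO, FITC-labeled PTAP-motif peptide added (50 nM final); after 20 min binding at room temperature, polarization measured.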
B2AR arrestin: agonists driving beta-arrestin recruitment to human beta2-adrenergic receptor | AID 492947 | P07550 | Potency, µM (series often up to 46.1 µM), for inactives: at the highest dose activation, hits mostly activators | beta-arrestin recruitment to beta2AR, cell-based reporter | 0.02% of 330,000 active;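 further: potency means the concentration at half of the fitted maximal effect; 0% = DMSO controls and full agonism = EC100 isoproterenol or metaproterenol; nearly all actives have a fitted effect of over 65% in size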
BRCA1 expr act: activators of BRCA1 expression; MCF7-BRCA1-FFLuc reporter, luminescence, 48 h; response scale: scaled: vehicle 0%, 10 µM genistein 100%; Potency, µM (series often up to 46.1 µM), without a hit: top-dose activation, actives largely listed as activators; 1.1% of 380,000 active; further: potency means the concentration at half of the fitted maximal effect; nearly all actives have a fitted effect of over 80% in size; some results filed as inactive show a strong effect at the top dose
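First, MCF7-BRCA1-FFLuc cells (2000/well) attach for 2 h; next, compounds are pin-added and incubated 48 h at 37 °C; finally, luciferase reagent is added and luminescence read after 15 min.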
A-T KAP1 phos: potential ataxia-telangiectasia treatment | […] A-T fibroblasts, KAP-1 phosphorylation AlphaLISA; neocarzinostatin DNA damage 30 min before lysis | Potency, µM (highest dose often 57.5 µM), for inactives: at the top dose activation, most hits filed as activators | 0.19% of 320,000 active; further: potency means the concentration at half of the fitted maximal effect; % of control where 0% means no effect; nearly all actives have a fitted effect of over 45% in size
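ATM-like activity read as KAP-1 phosphorylation via AlphaLISA donor/acceptor antibody pairs after lysis and 6 hr at 25C. Cells were ATM-null patient fibroblasts ([…], hTERT), dosed 60 min, then exposed to the DSB inducer NCS for 30 min.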
ELG1 repair inh: inhibitors of ELG1-dependent DNA repair in HEK293T cells; AID 504467; HEK293T ELG1-luciferase reporter, luminescence, 16 h; DNA damage induced by 5-fluorouridine; 2.3% of 330,000 active; Potency, µM (top dose mostly 46.1 µM), without a hit: top-dose activity change, negative = inhibition, most hits filed as inhibitors; further: potency means the concentration at half of the fitted maximal effect; on the % scale 0 is the no-effect control and ±100 the full control effect; nearly all actives have a fitted effect of over 55% in size
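Cells (2,000 per well) received 5-fluorouridine plus test compound or DMSO and were incubated 16 hr at 37 °C, 5% CO2. Luciferase activity was read by luminescence 30 min after ONE-Glo addition; signal suppression marked inhibition of damage-induced ELG1 function.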
Integrin act MD: activators of alpha7 integrin expression for muscular dystrophy; alpha7betagal myoblasts, beta-gal FDG fluorescence, 48 h; Potency, µM (top dose mostly 38.3 µM), inactives show top-dose activation, actives largely listed as activators; 0.064% of 350,000 active; AID 624291;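 further: potency means the concentration at half of the fitted maximal effect; 100% = response of the positive control SU9516; nearly all actives have a fitted effect of over 60% in size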
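Alpha7betagal+/- myoblasts (passage 13) were plated 16-24 hr, then exposed to compounds (1:260 dilution of DMSO stock) for 48 hours at 37C. After MPER lysis, β-galactosidase reporter activity was read as FDG fluorescence (ex 480/em 540) after 30 minutes.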
MLL CXXC-DNA inh: inhibitors of human MLL CXXC domain-DNA interaction | Q03164 | MLL-CXXC / FITC-HOXA9 DNA fluorescence polarization | Potency, µM (series often up to 115 µM), without a hit: at the highest dose activity change, negative = inhibition, most hits filed as inhibitors | 0.037% of 290,000 active | AID 2662; active means well fitted inhibition curve with a large enough effect in the polarisation, with a control signal flat, not every such curve was filed as active; inconclusive means small, poorly fitted or top-dose-only effect, or effect the other way, or a change in a side signal; inactive means no such curve, though single readings can be large or run the other way; the % refers to the polarisation; further: potency means the concentration at half of the fitted maximal effect
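Purified MLL-CXXC (added from a 7 uM solution) was preincubated 5 min at ambient with pinned compounds in 50 mM Tris-HCl pH 7.5, 50 mM NaCl, 1 mM DTT, 0.05% BSA. Fluorescein-labeled HOX-A9 DNA (50 nM solution) followed, 30 min, then polarization read.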
* marks the source's active call; other numbers are inactive results; ? = inconclusive; · = not tested or not shown; [ ] = dose if it differs, or a comment. Unless noted, the call rests on the fitted dose curve; in most records, active means well fitted curve in the direction sought with a large enough effect; inconclusive means small, poorly fitted or top-dose-only effect, or another doubt; inactive means no such curve, though single readings can be large; an effect the other way counts as inactive or inconclusive. Compounds as they come; overall some 3.8% were active at least once.

No.	Molecule	TCR activator	p53 reactivation	TRPV1 agonist	PTAP TSG101 blk	B2AR arrestin	BRCA1 expr act	A-T KAP1 phos	ELG1 repair inh	Integrin act MD	MLL CXXC-DNA inh
1	Cc1nn(CC(=O)N(C)C2CCC(C)CC2)c(C)c1S(=O)(=O)N(C)C (configuration not stated)	-2%	0%	2	-2%	0.0%	-12%	7%	24%	11%	·
2	COc1ccc(CNC(=O)COC(=O)CNC(=O)c2sc3ccccc3c2Cl)cc1OC	-1%	9%	?	-10%	-0.1%	7%	4%	4%	-1%	·
3	Cn1c(=O)c2c(nc(NCc3ccccc3)n2CCCc2ccccc2)n(C)c1=O	-6%	-2%	-1	0%	-0.2%	-34%	5%	?	19%	-4%
4	O=C(Nc1ccc2c(c1)CCCN2C(=O)c1ccccc1)c1ccccc1Br	6%	0%	5	-5%	-0.1%	56%	1%	-8%	4%	19%
5	COc1ccc(C(=O)OCc2csc(C)n2)c(O)c1	-2%	7%	?	1%	-0.2%	?	5%	?	2%	-7%
6	COC(=O)C1=C(O)/C(=C\c2cc(C)n(-c3ccccc3F)c2C)N=C1C	3%	3%	3	-5%	0.0%	1%	-2%	-3%	32%	-11%
7	COc1ccc(C(=O)NNC(=O)Cc2ccc(-c3ccccc3)cc2)cc1OC	-4%	3%	5	-6%	0.0%	-3%	1%	-10%	-25%	2%
8	CCn1nc(NS(=O)(=O)c2ccc(NC(C)=O)cc2)c2cc3cccc(C)c3nc21	-1%	-1%	2	1%	0.0%	7%	-5%	5%	-6%	4%
9	CCOC(=O)c1[nH]c2ccc(F)cc2c1N=C(C)N(CC)CC	-2%	3%	1	-5%	-0.2%	-11%	2%	11%	-1%	2%
10	Cc1[nH]c2ccc(C(=O)OC(C)C(=O)NCc3ccccc3)cc2c1C (configuration not stated)	-1%	-2%	12	-1%	-0.3%	-73%	-1%	?	-25%	·

Looked up by compound from above:
No.	Molecule	TCR activator	p53 reactivation	TRPV1 agonist	PTAP TSG101 blk	B2AR arrestin	BRCA1 expr act	A-T KAP1 phos	ELG1 repair inh	Integrin act MD	MLL CXXC-DNA inh
8	CCn1nc(NS(=O)(=O)c2ccc(NC(C)=O)cc2)c2cc3cccc(C)c3nc21	-1%	-1%	2	1%	0.0%	7%	-5%	5%	-6%	4%
10	Cc1[nH]c2ccc(C(=O)OC(C)C(=O)NCc3ccccc3)cc2c1C (configuration not stated)	-1%	-2%	12	-1%	-0.3%	-73%	-1%	?	-25%	·
9	CCOC(=O)c1[nH]c2ccc(F)cc2c1N=C(C)N(CC)CC	-2%	3%	1	-5%	-0.2%	-11%	2%	11%	-1%	2%
2	COc1ccc(CNC(=O)COC(=O)CNC(=O)c2sc3ccccc3c2Cl)cc1OC	-1%	9%	?	-10%	-0.1%	7%	4%	4%	-1%	·
1	Cc1nn(CC(=O)N(C)C2CCC(C)CC2)c(C)c1S(=O)(=O)N(C)C (configuration not stated)	-2%	0%	2	-2%	0.0%	-12%	7%	24%	11%	·
4	O=C(Nc1ccc2c(c1)CCCN2C(=O)c1ccccc1)c1ccccc1Br	6%	0%	5	-5%	-0.1%	56%	1%	-8%	4%	19%
5	COc1ccc(C(=O)OCc2csc(C)n2)c(O)c1	-2%	7%	?	1%	-0.2%	?	5%	?	2%	-7%

The results go on.
No.	Molecule	TCR activator	p53 reactivation	TRPV1 agonist	PTAP TSG101 blk	B2AR arrestin	BRCA1 expr act	A-T KAP1 phos	ELG1 repair inh	Integrin act MD	MLL CXXC-DNA inh
11	O=C(NC(=S)N1CCN(c2ccc(Cl)cc2[N+](=O)[O-])CC1)c1cccs1	1%[46.1 µM]	16%	?	5%	-1.6%	-23%	-16%	11%	-57%[inhibitor]	11%
12	O=C(NCCOc1nc(N2CCOCC2)nc(N2CCOCC2)n1)Nc1ccccc1	-1%	-2%	19	-3%	-0.7%	-8%	2%	?	32%	3%
13	COc1cccc(-c2cc(C(=O)N3CC4(C)CC3CC(C)(C)C4)no2)c1 (configuration not stated)	·	-7%	17	·	-0.6%	-27%	10%	?	-6%	2%
14	CCC(CC)C(=O)Nc1nc(-c2ccc3c(c2)CCN3C(=O)C2CC2)c(C)s1	7%	11%	-2	-1%	12%	-83%	3%	21µM*	13%	13%
15	Cc1cccc(C(=O)OCC(=O)c2c(N)n(CC(C)C)c(=O)n(C)c2=O)c1[N+](=O)[O-]	-2%	2%	0	-4%	-0.1%	-26%	0%	4.5µM*	-38%	·
16	CCc1cccc(OCC2Cn3c(nc4c3c(=O)[nH]c(=O)n4C)O2)c1 (configuration not stated)	1%	25%	0	-6%	-1.1%	-3%	5%	-13%	0%	45%[activator]
17	Cc1noc(NS(=O)(=O)c2ccc(NC(=O)COc3ccc(C#N)cc3)cc2)c1C	3%	-3%	·	-7%	-0.2%	1%	-3%	?	-1%	·
18	CC1(C)CC2CC(C)(CN2Cc2c(O)ccc3ccccc23)C1 (configuration not stated)	4%	5%	-6	1%	0.2%	-9%	7%	6%	1%	2%
19	O=C(NCCN1CCOCC1)c1sc2cc(Cl)ccc2c1Cl	1%	4%	16	-9%	-0.1%	?	10%	?	-17%	-5%
20	CC(Oc1ccccc1)C(=O)N1CCN=C1SCc1ccccc1 (configuration not stated)	1%	13%	?	-3%	-0.4%	-24%	11%	8%	-16%	-2%
21	CC1CCC(NC(=O)Cn2cnc3sccc3c2=O)CC1 (configuration not stated)	7%	8%	2	-2%	0.4%	2%	0%	?	-14%	·
22	CCOC(=O)C1=C(C)NC2=C(C(=O)CCC2)C1c1cn(Cc2ccc(Cl)cc2Cl)nc1-c1ccccc1 (configuration not stated)	-4%	-24%	-7	0%	0.2%	-75%	6%	-10%	-3%	-4%
23	CCN(CC(=O)Nc1ccc(OC)cc1)CC(=O)Nc1ccc(Br)cc1F	·	-6%	10	-8%	-0.4%	0%	2%	?	-16%	7%
24	CCOC(=O)C(NC(=O)c1ccccc1)(Nc1cccc(C)n1)C(F)(F)F (configuration not stated)	2%	-6%	23	0%	-0.3%	-5%	1%	2%	7%	0%
25	CCOC(=O)C1CCN(C(=O)COC(=O)CSc2ccccc2C)CC1	-5%[46.1 µM]	-6%	·	0%	0.0%	-13%	-43%[inhibitor]	16%	10%	·
26	CN1C(=O)C2(N=c3ccccc3=N2)c2ccccc21	-7%	0%	4	-9%	0.4%	-22%	1%	-2%	1%	-14%
27	C/C(=N\Nc1nc(N)cc(Cl)n1)c1cccc(N)c1	-9%[46.1 µM]	17%	-4	0%	0.5%	?	4%	?	35%	5%
28	O=C(/C=C/c1ccc([N+](=O)[O-])cc1)c1cccnc1	5%[46.1 µM]	-30%	6	-4%	0.2%	-18%	-3%	?	-57%[inhibitor]	8%
29	Cc1ccc(C(=O)Nn2c(O)c(C=C3N=c4ccccc4=N3)sc2=S)cc1	·	10%	3	-26%	-0.5%	9%	-3%	26%	-5%[7.66 µM]	-8%
30	COc1ccc(C(=O)Nc2ccc(Cl)cc2C(=O)N2CCCC(C)C2)cc1OC (configuration not stated)	3%[46.1 µM]	-6%	-1	-1%	6.0%	-27%	8%	?	2%	7%
31	CN(C)c1ccc(NC(=O)COC(=O)CNC(=O)c2cccs2)cc1	60%	4%	1	-5%	0.0%	-13%	-4%	1%	21%	·
32	CCn1cc(/C=C(/C#N)S(=O)(=O)c2ccccc2)cn1	4%	10%	6	-7%	0.2%	8%	4%	3%	4%	3%
33	Cc1cccc(CC(C)NC(=O)c2oc3c(F)cccc3c2C)n1 (configuration not stated)	-5%	?	?	-4%	1.0%	50%	1%	?	23%	-11%
34	COc1ccc(CNC(=O)Cc2cccs2)cc1	-6%	·	5	-2%	-0.3%	?	-1%	?	-12%	-9%
35	CN1CCN(C(=O)c2cc(-c3ccccc3)on2)CC1	9%	27%	1	1%	0.1%	7.9µM*	3%	?	16%	6%
36	O=C(NC1CCOc2ccccc21)c1ccccn1 (configuration not stated)	1%	-4%	2	2%	0.0%	1%	4%	-4%	7%	2%
37	COc1cc(NC(=O)c2cc(=O)[nH]c3ccc(S(=O)(=O)N4CCOCC4)cc23)cc(OC)c1	6%	6%	0	1%	-2.8%	-23%	1%	-23%	11%	·
38	Cc1c(C(=O)NC2=NCCS2)cccc1[N+](=O)[O-]	-5%	-3%	-6	-1%	0.0%	26%	-4%	0%	7%	6%
